PTK2B oligo ant: blocks oligomerization of human Pyk2 in cells; Q14289; Q293 cells, Pyk2 FERM NanoBiT luminescence; hits give low values; z-score (the deposit names both 25 µM and 10 µM); 99,000 tested, 0.83% active; AID 1347419;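 active = Z-score of -3 or lower, scaled per plate to the spread of control and sample wells; inactive = z-score above -3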;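 also: negative z-score means lost luminescence so less FERM oligomerization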
Target sequence (Q14289 whole entry, looked up): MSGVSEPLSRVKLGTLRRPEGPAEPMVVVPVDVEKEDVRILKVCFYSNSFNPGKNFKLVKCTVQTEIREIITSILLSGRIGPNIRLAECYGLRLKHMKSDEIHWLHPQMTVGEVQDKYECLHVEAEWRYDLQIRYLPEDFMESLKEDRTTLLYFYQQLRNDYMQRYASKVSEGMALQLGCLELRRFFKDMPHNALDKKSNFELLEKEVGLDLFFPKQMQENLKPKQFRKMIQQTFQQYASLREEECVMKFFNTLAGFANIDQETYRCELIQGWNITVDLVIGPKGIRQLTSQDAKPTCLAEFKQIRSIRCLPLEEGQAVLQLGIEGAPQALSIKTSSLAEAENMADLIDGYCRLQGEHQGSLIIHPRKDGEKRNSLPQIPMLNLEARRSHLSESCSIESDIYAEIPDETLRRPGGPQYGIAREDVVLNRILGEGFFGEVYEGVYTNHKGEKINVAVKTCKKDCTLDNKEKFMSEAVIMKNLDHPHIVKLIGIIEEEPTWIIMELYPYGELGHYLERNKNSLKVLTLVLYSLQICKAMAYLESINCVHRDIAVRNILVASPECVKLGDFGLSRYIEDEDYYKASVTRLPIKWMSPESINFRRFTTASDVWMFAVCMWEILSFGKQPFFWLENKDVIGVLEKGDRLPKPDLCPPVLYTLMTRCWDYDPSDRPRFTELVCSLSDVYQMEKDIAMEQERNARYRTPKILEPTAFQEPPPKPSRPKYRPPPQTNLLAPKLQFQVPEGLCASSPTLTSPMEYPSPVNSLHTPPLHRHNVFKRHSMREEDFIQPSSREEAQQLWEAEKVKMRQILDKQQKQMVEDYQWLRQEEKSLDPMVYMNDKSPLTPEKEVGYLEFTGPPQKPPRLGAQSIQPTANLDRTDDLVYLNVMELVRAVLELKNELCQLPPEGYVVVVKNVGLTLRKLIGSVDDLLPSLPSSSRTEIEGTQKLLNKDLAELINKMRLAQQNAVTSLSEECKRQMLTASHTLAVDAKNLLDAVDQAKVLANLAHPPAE
EphB4 antag: blocks human EphB4 binding to ephrin-B2; P54760; EphB4 LBD / TNYL-RAW-Alexa532 peptide, fluorescence polarization; inhibition, % at 7 µM; 97,000 tested, 0.15% active; AID 720;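 active = inhibition above the screen-wide mean inhibition plus 3 SD, cut at about 15% in these data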;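 also: 0% = DMSO wells and 100% = excess unlabeled TNYL-RAW peptide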
PostGolgi yeast: growth inhibition of a yeast mutant, post-Golgi transport screen; AID 739; inhibition, % at 10 µM; post-Golgi transport phenotypic cell assay; 98,000 tested, 0.9% active; in the data active = inhibition above about 30%;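 also: yeast cells grown in 1536-well plates; yeast grown about 18 h at 30C before absorbance read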
CYP2C9 inh: blocks human cytochrome P450 2C9. P11712. CYP2C9 Supersomes, luciferin-H conversion, luminescence. inhibition, % at 5 µM. 96,000 tested, 20% active. AID 777;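 active = blocking of liver enzyme CYP2C9 beyond about 50% at 5 µM, limit read from the data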; also: values of inactives mirror those of a sister screen read the other way
CYP2C9 act: increases human cytochrome P450 2C9 activity; 96,000 tested, 1.4% active; recombinant CYP2C9, luciferin-H conversion, luminescence; hits give high values; factor 1 = untreated enzyme, 0 = blocked; activation factor at 5 µM; P11712;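 active = activation factor of 2 or more for CYP2C9 at a 5 µM dose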;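 also: 0 = sulfaphenazole-blocked wells and 1 = vehicle-only wells; values of inactives mirror those of a sister screen read the other way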
PLAP act: human PLAP activation; P05187; purified PLAP enzyme, luminescent substrate read-out; hits give high values; activation fold at 20 µM; 96,000 tested, 1.2% active; AID 696; in the data active = activation fold above about 2
E coli WT exp: growth inhibitors of E. coli BW25113 wild type; OD600 absorbance; growth inhibition, % at 100 µM; 98,000 tested, 0.15% active; AID 710;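 active = growth inhibition above about 50% at one test dose, limit read from the data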;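 also: growth measured after 20 h incubation at 37 °C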
CYP2C19 act: increases human CYP2C19 enzyme activity; 96,000 tested, under 10 active; activation factor at 5 µM; P33261; recombinant CYP2C19, luciferin-H EGE luminescence; hits give high values; 0 = fully inhibited enzyme, 1 = untreated enzyme; AID 1025;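 active = activation factor of at least 2 at 5 µM in the primary screen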;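 also: 0 = wells with 2.5 mM tranylcypromine and 1 = vehicle-only wells; values of inactives mirror those of a sister screen read the other way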
CYP2C19 inhib: human CYP2C19 inhibition. CYP2C19 Supersomes, luciferin-H EGE luminescence, 30 min. AID 778. P33261. inhibition, % at 5 µM. 96,000 tested, 21% active;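 active = CYP2C19 inhibition above a set limit at 5 µM in the primary screen, cut at about 50% in these data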;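 also: plate controls were negative control wells for no effect and 2.5 mM tranylcypromine positive control for full effect; values of inactives mirror those of a sister screen read the other way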
Starred values were filed as active, the others as inactive; nt = not tested or not shown.

SMILES | PTK2B oligo ant | EphB4 antag | PostGolgi yeast | CYP2C9 inh | CYP2C9 act | PLAP act | E coli WT exp | CYP2C19 act | CYP2C19 inhib
Cc1sc2ncnc(SCC(=O)NNC(=O)COc3cccc4ccccc34)c2c1C | 1.2 | 5 | -10 | -38 | 1.4 | 0.9 | -8 | 1.1 | -9
COc1ccc(CN2C(=O)CN=C2Nc2cccc(C)c2C)cc1 | -0.16 | -2 | -3 | 40 | 0.6 | 0.9 | -4 | 0.7 | 35
COc1ccc(OCc2nnc3n2N=C(c2ccc(C)cc2)CS3)cc1 | nt | 1 | 4 | 32 | 0.7 | 0.9 | 3 | 0.7 | 30
Cc1ccc2c(c1)NC(=O)C(CC(=O)NC1CCCCC1C)O2 (stereo not drawn) | nt | -8 | -2 | -23 | 1.2 | 0.9 | 1 | 0.9 | 6
COc1ccc(-c2noc(Cc3ccccc3OC)n2)cc1 | -0.44 | -4 | 1 | -27 | 1.3 | 1.2 | -15 | 0.6 | 39
CC(NC(=O)OC(C)(C)C)C(=O)Oc1cc2oc(=O)cc(-c3ccccc3)c2cc1Cl (stereo not drawn) | -0.81 | -10 | 10 | 35 | 0.6 | 1.3 | 8 | 0.6 | 37
COc1ccc(NC(=O)c2ccc3c(c2)OCO3)cc1Cl | -0.46 | -6 | 4 | -25 | 1.2 | 1 | -2 | 0.8 | 17
NC(=O)C1(N2CCCCC2)CCN(C(=O)CSc2nc(C(F)(F)F)cc(=O)[nH]2)CC1 | 0.9 | 2 | 3 | -7 | 1.1 | 1.4 | 8 | 0.9 | 7
CC(C)(C)c1nnc(NC(=O)NS(=O)(=O)c2ccccc2)s1 | 0.89 | -2 | -22 | 21 | 0.8 | 0.9 | -2 | 1 | -3
COc1ccc(C(=O)Nc2cccc(C)c2)cc1S(=O)(=O)N1CCOCC1 | 1.2 | 1 | -5 | 6 | 0.9 | 0.9 | -7 | 0.8 | 23
CCC(C)NC(=O)CSc1nc2ccccc2c(=O)n1CCCC(=O)NCC1CCCO1 (stereo not drawn) | -0.02 | 3 | -2 | 43 | 0.6 | 1.2 | -3 | 0.9 | 8
Cc1ccc2nsnc2c1S(=O)(=O)N(Cc1ccco1)Cc1cc2ccc(C)c(C)c2[nH]c1=O | 1.4 | 1 | 2 | 8 | 0.9 | 0.9 | -5 | 1 | 2
COC(=O)c1cccc(-n2nnnc2SCC(=O)Nc2cc(C)on2)c1 | 0.46 | 3 | 11 | 52* | 0.5 | 1 | 1 | 0.5 | 51*
O=C(OCC(=O)N1CCN(C(=O)c2ccco2)CC1)c1sc2ccccc2c1Cl | 1.8 | -5 | -6 | 15 | 0.9 | 1 | -2 | 0.8 | 23
CCOc1c(Br)ccc2c1sc1nc[nH]c(=O)c12 | 0.2 | 3 | 11 | -6 | 1.1 | 1.5 | -5 | 0 | 98*
Cn1ccnc1Sc1nnnn1-c1ccccc1 | 0.12 | nt | 3 | 4 | 1 | 0.9 | 7 | 0.9 | 14
CCc1ccc(N2CC(C(=O)OCC(=O)NC3CCS(=O)(=O)C3)CC2=O)cc1 (stereo not drawn) | 0.22 | 2 | -2 | nt | nt | nt | -3 | nt | nt
COc1ccc(S(=O)(=O)N2CCN(Cc3ccccc3)CC2)cc1 | -1 | 6 | 2 | -11 | 1.1 | 1 | 8 | 0.1 | 89*
O=C(CSc1ncn[nH]1)NCCC(c1ccccc1)c1ccccc1 | -0.16 | 2 | -1 | 65* | 0.3 | 1.5 | 3 | 0.2 | 83*
O=C(Nc1c(-c2ccccc2)nc2sccn12)c1ccccc1 | -0.64 | nt | 26 | 74* | 0.3 | 1 | 10 | 0.2 | 79*
CC(=O)N1CCN(c2nc(-c3ccco3)c3c(c2C#N)CC(C)(C)SC3)CC1 | -0.24 | 9 | -4 | 78* | 0.2 | 1.1 | -2 | 0.5 | 47
CC(OC(=O)c1cc2sccc2n1C)C(=O)NCCc1ccccc1 (stereo not drawn) | -0.48 | -4 | -6 | 83* | 0.2 | 1.2 | -4 | 0.5 | 52*
COCC(=O)Nc1sc2c(c1C(=O)OC)C(C(=O)OC)CC2 (stereo not drawn) | 0.11 | -2 | 13 | 41 | 0.6 | 1.1 | 3 | 0.9 | 10
Cc1cc2c(c(N3CCOCC3)n1)C(=O)OC2 | 0.35 | 2 | 20 | -19 | 1.2 | 1 | 6 | 1.2 | -15
Fc1ccc(NC(=S)N/N=C/c2cccc(Br)c2)c(F)c1 | -0.66 | -11 | -2 | 8 | 0.9 | 0.7 | -2 | 1.1 | -10
COc1ccc(OC)c(N)c1 | -0.34 | 3 | 2 | -8 | 1.1 | 0.8 | -1 | 1 | 2
CC(=O)Nc1ccc(S(=O)(=O)NCC2CCC(C(=O)NCCCN3CCCC3=O)CC2)cc1 (stereo not drawn) | -0.15 | nt | -6 | -5 | 1 | 0.9 | 1 | 1.2 | -17
COc1ccccc1-c1noc(-c2ccccc2C(=O)N2CCOCC2)n1 | 1.5 | 11 | 0 | 42 | 0.6 | 1.4 | -3 | 0.8 | 21
O=C(NCC(=O)N(CCc1ccccc1)C(C(=O)NC1CCCCC1)c1ccncc1)c1ccco1 (stereo not drawn) | 0.59 | -5 | -6 | 92* | 0.1 | 1.3 | 2 | 0.2 | 82*
CCOC(=O)n1c(=O)oc2cc(S(=O)(=O)N3CCOCC3)ccc21 | 0.87 | -4 | -6 | -1 | 1 | 0.9 | 5 | 0.9 | 7
Cc1ccc(S(=O)(=O)NC(C(=O)OCC(=O)NC2CCS(=O)(=O)C2)C(C)C)cc1 (stereo not drawn) | 0.35 | -2 | 0 | 3 | 1 | 1.3 | 2 | 1 | -3
CC(C)(C)NC(=O)Nc1ccccc1C(N)=O | -0.51 | 3 | 3 | -6 | 1.1 | 0.9 | 1 | 1.2 | -17
CCN(CC)S(=O)(=O)c1ccc(OCC(=O)NCc2ccccc2)cc1 | -0.46 | 1 | 0 | 67* | 0.3 | 0.9 | 9 | 1 | -3
C=CCSc1nnc(-c2cc3c(C(F)(F)F)nn(C)c3s2)n1C | -0.01 | 0 | -6 | -49 | 1.5 | 1 | -4 | 1 | -1
Cc1ccc2nc(-c3ccccc3)nc(SC(C)C(=O)NCc3cccs3)c2c1 (stereo not drawn) | nt | -8 | -22 | 27 | 0.7 | 0.9 | -7 | 0.7 | 30
Cc1c[nH]c2cccc(OCC(O)CNC(C)(C)C)c12 (stereo not drawn) | 1.6 | 2 | -6 | -3 | 1 | 1.8 | 1 | 1 | 4
COc1ccc(-c2noc(CCC(=O)Nc3cc(Cl)c(OC)cc3OC)n2)cc1 | 0.24 | -3 | -4 | 54* | 0.5 | 0.9 | -17 | 0.2 | 82*
O=C(CSc1nc(O)cc(=O)[nH]1)Nc1ccc2c(c1)CCC2 | 0.27 | -3 | -2 | -6 | 1.1 | 1.3 | -3 | 1 | -5
Cc1ccc2cc(CN(CCN3CCOCC3)Cc3nnnn3Cc3ccco3)c(=O)[nH]c2c1C | 1.6 | 0 | -1 | 69* | 0.3 | 1.5 | -7 | 0.6 | 38
CCOC(=O)c1[nH]c2ccc(F)cc2c1NC(=O)CCN1CCSCC1 | -0.19 | 0 | 1 | 23 | 0.8 | 1.6 | 10 | 0.8 | 15
CCn1cc(C(=O)N2CCN(C3CCCCC3)CC2)c2cc(OC)c(OC)cc2c1=O | 0.12 | nt | -3 | 19 | 0.8 | 1.7 | -4 | 0.9 | 14
Fc1cccc(-c2cc3nc4c(c(N5CCOCC5)n3n2)CCCC4)c1 | -3.2* | nt | 16 | 94* | 0.1 | 1.7 | -7 | 0.4 | 63*
c1coc(-c2nn3c(-c4ccco4)nnc3s2)c1 | 0.45 | 8 | -3 | 15 | 0.9 | 1.1 | 0 | 0.6 | 41
COc1ccc2[nH]cc(C(=O)CN3CCCC(C)C3)c2c1 (stereo not drawn) | 2.2 | -3 | 6 | 6 | 0.9 | 1.1 | 5 | 1.1 | -11
CCC(=O)N1CCCc2cc(S(=O)(=O)NCc3cccs3)ccc21 | 0.35 | nt | 13 | -61 | 1.6 | 0.9 | -13 | 0.9 | 14
Cc1c(C(=O)NCC2CCCO2)sc2nc(-c3ccc(F)cc3)cn12 (stereo not drawn) | nt | nt | 7 | 55* | 0.4 | 1.4 | 3 | 1 | -2
CCOC(=O)N1CCN(C(=O)CN(c2cccc(OC)c2)S(C)(=O)=O)CC1 | 0.13 | 0 | -8 | 12 | 0.9 | 1 | 8 | 0.8 | 20
COc1ccc(CCNC(=O)C2CCCN(S(=O)(=O)c3cccc4nonc34)C2)cc1OC (stereo not drawn) | -0.6 | -1 | 5 | -2 | 1 | 1.1 | -5 | 0.7 | 27

Full records as entered above:
COc1ccc(-c2noc(CCC(=O)Nc3cc(Cl)c(OC)cc3OC)n2)cc1 is listed with PTK2B oligo ant = 0.24; EphB4 antag = -3; PostGolgi yeast = -4; CYP2C9 inh = 54*; CYP2C9 act = 0.5; PLAP act = 0.9; E coli WT exp = -17; CYP2C19 act = 0.2; CYP2C19 inhib = 82*
c1coc(-c2nn3c(-c4ccco4)nnc3s2)c1 is listed with PTK2B oligo ant = 0.45; EphB4 antag = 8; PostGolgi yeast = -3; CYP2C9 inh = 15; CYP2C9 act = 0.9; PLAP act = 1.1; E coli WT exp = 0; CYP2C19 act = 0.6; CYP2C19 inhib = 41

Reformatted: entries from further up.
SMILES: COc1ccc2[nH]cc(C(=O)CN3CCCC(C)C3)c2c1 (stereo not drawn)
  PTK2B oligo ant: 2.2 | EphB4 antag: -3 | PostGolgi yeast: 6 | CYP2C9 inh: 6 | CYP2C9 act: 0.9 | PLAP act: 1.1 | E coli WT exp: 5 | CYP2C19 act: 1.1 | CYP2C19 inhib: -11

SMILES: Fc1cccc(-c2cc3nc4c(c(N5CCOCC5)n3n2)CCCC4)c1
  PTK2B oligo ant: -3.2* | EphB4 antag: nt | PostGolgi yeast: 16 | CYP2C9 inh: 94* | CYP2C9 act: 0.1 | PLAP act: 1.7 | E coli WT exp: -7 | CYP2C19 act: 0.4 | CYP2C19 inhib: 63*

Going on with the list.
SMILES | PTK2B oligo ant | EphB4 antag | PostGolgi yeast | CYP2C9 inh | CYP2C9 act | PLAP act | E coli WT exp | CYP2C19 act | CYP2C19 inhib
Cn1c(=O)c2c(nc(NCc3ccccc3)n2C)n(C)c1=O | 0.08 | -13 | 14 | 23 | 0.8 | 1.2 | 2 | 1.2 | -21
CCn1c(-c2ccc([N+](=O)[O-])cc2)n[nH]c1=S | 0.17 | -3 | 2 | 2 | 1 | 0.8 | 5 | 1.1 | -11
CC(C)CNC(=S)NC1CCCC1 | 0.24 | 0 | 14 | 20 | 0.8 | 0.8 | -3 | 0.6 | 35
Cc1ccc2nc(SCC(=O)Nc3c(C)n(C)n(-c4ccccc4)c3=O)[nH]c2c1 | 0.5 | -3 | 0 | 6 | 0.9 | 1.8 | 9 | 1.1 | -8
CCOc1cc(CNCCCN2CCOCC2)ccc1OCC(=O)Nc1cccc2ccccc12 | -0.15 | 1 | 1 | 6 | 0.9 | 1.5 | -12 | 1 | 2
COC(=O)Cn1cnc2c(C#N)c3n(c2c1=O)CCCC3 | 0.71 | -3 | 1 | -2 | 1 | 1 | -2 | 0.9 | 6
Clc1ccc2c(NNc3ccccc3Cl)ccnc2c1 | 0.54 | 2 | 5 | 60* | 0.4 | 0.8 | -9 | 0.8 | 25
CCOc1cc(/C=N\NC(=O)c2ccc(C)nc2)cc([N+](=O)[O-])c1O | -0.71 | 2 | -7 | 15 | 0.9 | 0.8 | 2 | 1.1 | -6
O=C(NC(c1ccccc1)c1ccccc1)c1ccc(Br)o1 | -1.4 | 1 | 2 | 42 | 0.6 | 0.8 | -9 | 0.9 | 14
